TRHR PAM – TRH receptor (human) allosteric enhancement; actives 0.66% (n = 360,000); enhancement, % at 2 µM; TRHR cells, fluo-8 calcium fluorescence, EC20 TRH enhancement; P34981; AID 493056; in the data active = enhancement above about 30%; also: 0% is about no effect
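TRHR-expressing cells loaded with fluo-8 calcium dye were read kinetically (ex 480/em 530) during compound addition, then stimulated with an EC20 of TRH (10 nM final). Enhancement of the Gq-mediated intracellular calcium response was scored.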
RXFP1 antag – antagonists of human relaxin receptor RXFP1. AID 1259400. actives 0.59% (n = 350,000). activity change, negative = inhibition, % at 57.5 µM. Q9HBX9. HEK293-RXFP1, relaxin-stimulated cAMP HTRF, 30 min; stronger effect = lower value;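 active = activity change of -60% or lower, but not beyond a set lower limit; inconclusive = change between -60% and -40%, or beyond the set limit; inactive = change above -40%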; also: % is scaled to controls: 0 for no effect and ±100 for the full control effect
D1 agonist – agonists of human D1 dopamine receptor. AID 504660. HEK293 T-REx D1 cells, calcium flux, agonist mode. P21728. actives 1% (n = 360,000). activation, % at 2 µM; in the data active = activation above about 30%; also: 0% is about no effect
Target sequence (P21728 whole entry, looked up): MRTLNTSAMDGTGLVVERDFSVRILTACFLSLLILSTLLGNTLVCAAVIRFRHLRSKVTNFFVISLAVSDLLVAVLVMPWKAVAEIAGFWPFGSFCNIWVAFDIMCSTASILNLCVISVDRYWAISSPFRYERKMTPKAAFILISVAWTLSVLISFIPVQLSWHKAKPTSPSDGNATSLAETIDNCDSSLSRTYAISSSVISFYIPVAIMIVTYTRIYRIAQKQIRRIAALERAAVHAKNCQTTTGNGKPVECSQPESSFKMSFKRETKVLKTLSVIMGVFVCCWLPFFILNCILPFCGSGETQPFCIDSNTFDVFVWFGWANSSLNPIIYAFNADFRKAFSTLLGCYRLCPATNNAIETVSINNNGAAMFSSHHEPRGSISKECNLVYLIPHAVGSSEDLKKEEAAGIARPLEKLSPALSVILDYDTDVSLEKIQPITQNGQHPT
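Tetracycline-induced HEK293 TREx D1 cells, force-coupled to calcium signalling, were dye-loaded with a no-wash calcium kit. Compound was pin-added after a 10 s baseline. Fluorescence was read kinetically at 1 cycle/s for 180 s, with calcium rises flagged as agonism.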
D2 antag – antagonists of human D2 dopamine receptor | P14416 | HEK293 TREx D2 cells, calcium flux, dopamine EC80 | inhibition, % at 10 µM | actives 2% (n = 340,000) | AID 485344; in the data active = inhibition above about 30%; also: 0% is about no effect
Target sequence (P14416 whole entry, looked up): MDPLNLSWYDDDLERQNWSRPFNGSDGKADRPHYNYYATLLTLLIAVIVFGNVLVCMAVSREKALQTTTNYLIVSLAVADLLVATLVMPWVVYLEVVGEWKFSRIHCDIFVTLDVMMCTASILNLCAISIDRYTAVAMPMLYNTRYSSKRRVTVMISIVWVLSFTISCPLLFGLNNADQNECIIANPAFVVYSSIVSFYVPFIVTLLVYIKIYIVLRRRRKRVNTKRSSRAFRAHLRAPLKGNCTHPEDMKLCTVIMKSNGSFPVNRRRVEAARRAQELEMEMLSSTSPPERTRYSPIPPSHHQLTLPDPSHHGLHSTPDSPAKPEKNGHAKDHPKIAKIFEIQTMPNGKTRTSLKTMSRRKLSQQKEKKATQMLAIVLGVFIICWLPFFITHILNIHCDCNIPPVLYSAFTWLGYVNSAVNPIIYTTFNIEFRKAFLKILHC
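Tetracycline-induced HEK293 T-REx cells expressing D2 force-coupled to calcium signalling were dye-loaded, exposed to compound for 180 s, then challenged with an EC80 of dopamine; calcium flux was followed kinetically for a further 180 s.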
D2 agonist – D2 dopamine receptor (human) agonism; P14416; HEK293 T-REx D2 cells, calcium flux agonist mode; activation, % at 2 µM; actives 0.53% (n = 340,000); AID 485358;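 active = activation over 3 SD above normal in the single-dose calcium agonist read, cut at about 30% in these data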; also: 0% is about no effect
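Agonism is scored from calcium flux in a force-coupled, inducible HEK293 cell line expressing D2, read kinetically for 180 s after compound addition against dopamine controls.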
D1 antag – human D1 dopamine receptor antagonism; P21728; actives 3.2% (n = 360,000); activity change, negative = inhibition, % at 10 µM; AID 504652; HEK293 TREx D1 cells, calcium flux, dopamine EC80; stronger effect = lower value; in the data active = activity change below about -30%; also: % is scaled to controls: 0 for no effect and ±100 for the full control effect
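Compound effects on dopamine-evoked calcium signalling were measured in tetracycline-induced HEK293 Trex D1 cells. Dopamine at EC80 followed a 180 s compound pre-read, and fluorescence was tracked kinetically for 180 s more.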
D1 PAM – potentiators of human D1 dopamine receptor | P21728 | potentiation, % at 10 µM | HEK293 TREx D1 cells, calcium flux, dopamine EC20 potentiation | actives 0.036% (n = 360,000); in the data active = potentiation above about 30%; also: 0% is about no effect
D2 potentiator – positive allosteric modulators of human D2 dopamine receptor. P14416. HEK293 T-REx D2, calcium flux, EC20 dopamine potentiation. potentiation, % at 10 µM. actives 0.34% (n = 340,000). AID 485347;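 active = potentiation over 3 SD above the plate norm, cut at about 30% in these data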; also: 0% is about no effect
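Cells plated with tetracycline inducer and held overnight at 30 C; calcium dye loaded 30–90 min at room temperature; baseline taken, compound added and read 180 s; EC20 dopamine then added and read 180 s.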
RXFP1 ag – activates the human relaxin receptor RXFP1. actives 0.3% (n = 370,000). Potency, µM (series often up to 57.5 µM), for the others: at the top dose activation, most hits filed as activators. HEK293T-RXFP1 cAMP TR-FRET, 30 min; response scale: percent of porcine relaxin response, buffer zero; active = well fitted activation curve with a large enough effect; inconclusive = small, poorly fitted or top-dose-only effect; also: potency is read from the fitted curve at half-maximal effect; % is scaled to controls: 0 for no effect and ±100 for the full control effect; nearly all actives have a fitted effect of over 60% in size; many of its hits are not listed in these tables
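Agonist response is measured as cAMP accumulation in an RXFP1-transfected HEK293T line under PDE4 inhibition. Values are scaled between buffer-only and 29 nM porcine relaxin, and EC50s come from standard Hill equation fits.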
Active calls of the source: *; ? = inconclusive; nt = not tested or not shown; [ ] = another dose, or the depositor's remark. This is a subset; the hit share may differ from the screen's.

SMILES	TRHR PAM	RXFP1 antag	D1 agonist	D2 antag	D2 agonist	D1 antag	D1 PAM	D2 potentiator	RXFP1 ag
Nc1c(C(=O)c2cccs2)oc2ccccc12	-5	-16	2	-10	-0.1	-5	-3	-6	0.2%
O=C(CN1CCN(c2cccc(Cl)c2)CC1)NCc1ccccc1	-2	15	1	1	0.2	-15	-1	-3	1.8%
O=C(CCC(=O)Nc1ccc(F)cc1)N/N=C/c1cc([N+](=O)[O-])ccc1O	-1	7	1	8	2.3	2	10	-2	1.0%
Cc1ccc2nc(NC(=O)CSc3nccn3-c3ccc(Cl)cc3)sc2c1	2	-9	0	nt	0.7	4	-1	-2	4.7%
Cn1c(-c2ccccc2)cnc1SCC(=O)NCc1ccco1	0	16	-2	-16	-2.3	2	2	-10	-0.6%
COCCCNC(=O)Cn1nc(-c2ccc(C)cc2)ccc1=O	-1	8	1	23	-0.1	4	-8	10	2.2%
Cc1cc(C(=O)N/N=C/c2ccc(O)c(O)c2O)c(C)n1-c1ccccc1	1	-7	2	9	-5.7	14	2	1	-0.2%
NC(=O)C1CCN(C(=O)CNC(=O)c2ccccc2)CC1	-6	-4	1	nt	nt	-19	-4	nt	3.8%
COC(=O)c1cccc(NC(=O)C2CCN(S(=O)(=O)Cc3ccccc3)CC2)c1C	1	0	1	nt	-0.3	3	-3	-6	-2.5%
COc1cccc(C2=NN(C(=O)c3cccs3)C(O)(C(F)(F)F)C2)c1 (stereo not drawn)	-2	?	3	10	-0.2	-3	-4	-5	-0.3%
CCCOC(=O)C1=C(C)OC23OC(N)=C(C#N)C12C(=O)c1ccccc13 (stereo not drawn)	10	-3	8	11	1.1	9	-1	2	-0.3%
COc1cc(CN(CCN(C)C)Cc2ccccc2)ccc1OCc1ccccc1	7	?	25	-18	0.1	-76*	-17	-8	0.8%
COc1ccc(C(=O)NC2CCN(S(=O)(=O)c3ccccc3)CC2)cc1	-1	-11	-3	nt	nt	14	1	nt	1.2%
O=C(Nc1ccccc1)c1cc2ccccc2c(=O)s1	-1	-3	8	11	-0.3	-2	-7	-6	1.4%
CC(=O)N1CCN(CC(O)COc2ccc(OCc3ccccc3)cc2)CC1 (stereo not drawn)	-2	-3	11	1	0.9	-9	5	-1	0.2%
Clc1ccc(/C=C/c2ncc3ccccn23)cc1	8	-13	5	9	-0.1	16	-1	-20	0.1%
CCC(C(=O)Nc1cc(OC)ccc1OC)n1c(C)c2cnn(-c3ccccc3)c(=O)c2c1C (stereo not drawn)	-3	nt	8	nt	-1.2	-1	-1	8	-0.2%
COC(=O)CSc1nc2sc3c(c2c(=O)n1-c1ccc(C)cc1)CC(C(C)C)OC3 (stereo not drawn)	-1	nt	0	nt	nt	-6	-1	4	?
CNc1nc(-c2ccc3c(c2)CCN3C(=O)c2cccc(F)c2)cs1	-9	-8	3	nt	nt	-18	-4	nt	0.0%
CCOC(=O)c1cccc(NC(=O)N2CCC(CN3CCc4ccccc4C3)CC2)c1	1	-18	1	nt	3.5	0	-1	-8	-0.7%
O=C(CNS(=O)(=O)c1cccs1)N1CCc2ccccc2C1	0	-1	2	-10	-0.6	-19	0	12	1.3%
O=C(COC(=O)c1cccc(S(=O)(=O)N2CCOCC2)c1)NCCc1ccccc1	-4	3	2	-7	0.3	7	-8	-5	0.6%
COc1ccc2c(c1)CCN1C2CCN2C(=O)CCC21 (stereo not drawn)	5	-25	2	17	1.7	0	-2	-7	-2.9%
CC(C)C[C@H](NC(=O)c1[nH]cnc1C(=O)N[C@H](C)c1ccccc1)C(=O)OCc1ccccc1	-2	nt	11	-8	-0.5	-7	-4	-2	1.0%
Cc1nnc(SCC(=O)Nc2ccc(N3CCOCC3)cc2)n1Cc1ccccc1	-2	2	3	-10	-0.3	5	-3	3	0.8%

Next section; the last 3 above are carried over.
SMILES	TRHR PAM	RXFP1 antag	D1 agonist	D2 antag	D2 agonist	D1 antag	D1 PAM	D2 potentiator	RXFP1 ag
COc1ccc2c(c1)CCN1C2CCN2C(=O)CCC21 (stereo not drawn)	5	-25	2	17	1.7	0	-2	-7	-2.9%
CC(C)C[C@H](NC(=O)c1[nH]cnc1C(=O)N[C@H](C)c1ccccc1)C(=O)OCc1ccccc1	-2	nt	11	-8	-0.5	-7	-4	-2	1.0%
Cc1nnc(SCC(=O)Nc2ccc(N3CCOCC3)cc2)n1Cc1ccccc1	-2	2	3	-10	-0.3	5	-3	3	0.8%
COc1cccc(C(=O)N(CN2CCCC2=O)c2cc(C)on2)c1	-3	-6	14	-7	-1.3	54	0	-3	0.2%
COc1ccc(/C=N/OCC(=O)Nn2c(C)nc3ccccc3c2=O)cc1	26	nt	1	-7	-1.6	-2	5	8	2.3%
COc1ccc2[nH]c(=O)c(CN(CC3CCCO3)C(=O)Nc3ccccc3)cc2c1 (stereo not drawn)	-7	-2	1	8	0.6	-4	-2	0	1.9%
CCCCOC(=O)c1ccc(NC(=O)CSc2nc3c(c(=O)[nH]2)CCCC3)cc1	-3	-1	1	nt	1.2	-14	-2	2	1.1%
CNc1snc(C)c1C(=O)OC(C)C(=O)Nc1cccc(OC)c1 (stereo not drawn)	1	12	9	8	0.9	-3	2	4	2.9%
COc1cccc(NC(=S)NN2CCN(C)CC2)c1	1	-12	1	4	0.3	3	-10	-11	1.9%
CCN1CCN(c2ccccc2NC(=O)c2ccc(-n3cccn3)cc2)CC1	10	9	4	-6	0.4	9	-4	-2	-0.7%
O=C(c1cc(COc2cccc3cnccc23)on1)N1CCCC(CCCO)C1 (stereo not drawn)	-3	-14	14	0	0.6	-55*	-3	1	0.2%
COc1ccc(OC)c(N(CC(=O)N2CCCC2)S(=O)(=O)c2ccc(OC)c(OC)c2)c1	3	-2	3	-5	-1.0	14	-4	4	2.3%
O=C(COC(=O)/C=C/c1ccc(F)cc1)Nc1ccc2[nH]c(=O)[nH]c2c1	3	-8	3	6	-0.2	-13	-12	3	-1.6%
Cc1ccc(NC(=O)N2CCC(CN3CCCCCC3)CC2)c(Cl)c1	2	-8	-2	nt	nt	4	-1	1	2.0%
COc1ccc(OC)c(NC(=O)C(C)n2c(=O)cc(C)c3c(C)nn(-c4ccccc4)c32)c1 (stereo not drawn)	3	2	0	nt	0.3	2	-3	1	?
CCOc1ccc(NC(=O)NCCCN2CCCC2)cc1	3	5	-1	12	0.5	-2	0	-7	0.4%
COc1ccccc1/C=C1\SC(=S)N(CC(=O)NC2CCS(=O)(=O)C2)C1=O (stereo not drawn)	1	3	3	10	-0.3	1	-1	15	-1.6%
Cn1nc(C(C)(C)C)c([N+](=O)[O-])c1C(=O)NCCO	-2	-6	2	1	0.5	-20	-4	-8	1.1%
C[C@H](O)c1[nH]c2cc(F)ccc2c1[C@H](C)O	15	nt	7	16	1.6	-3	-4	3	3.2%
O=C(CCCN1C(=O)c2cccc3cccc(c23)C1=O)N1CCN(Cc2ccc3c(c2)OCO3)CC1	-4	-2	6	11	1.2	-9	10	21	-2.6%
N#Cc1ccccc1OCC(=O)OCC(=O)NC1CCCC1	0	-6	3	10	0.2	-11	-1	-6	2.7%
CCOc1ccc(CCNC(=O)c2ccc(-n3c(C)cc4c3CCCC4)cc2)cc1OCC	-19	6	2	nt	0.6	2	-1	-16	2.4%
COC(=O)c1cc(C(=O)OCC(=O)NCc2cccs2)cc([N+](=O)[O-])c1	9	0	1	6	0.0	-5	3	-4	1.0%
CCOC(=O)C(=CN=C(N)Nc1nc2ccccc2o1)C(=O)OCC	-12	?	1	-8	0.2	-10	-4	7	-1.8%
Cc1ccc(SCC(=O)Nc2ccc3oc(-c4ccc(F)cc4)nc3c2)cc1	4	-35	3	nt	nt	5	2	17	-37%[inhibitor]
CCOC(=O)c1c[nH]c2c3c(ccc2c1=O)CCCC3	3	-8	1	nt	nt	9	-1	-5	3.4%
N/C(=N\OC(=O)c1ccc(Br)o1)c1ccccn1	2	-10	0	28	1.1	9	0	11	1.1%
CC(=O)Nc1nnc(SCC(=O)N2C(C)CCCC2C)s1 (stereo not drawn)	4	7	0	-16	0.1	-4	-4	1	0.0%

Continued, starting with the last 3 of the part before.
SMILES	TRHR PAM	RXFP1 antag	D1 agonist	D2 antag	D2 agonist	D1 antag	D1 PAM	D2 potentiator	RXFP1 ag
CCOC(=O)c1c[nH]c2c3c(ccc2c1=O)CCCC3	3	-8	1	nt	nt	9	-1	-5	3.4%
N/C(=N\OC(=O)c1ccc(Br)o1)c1ccccn1	2	-10	0	28	1.1	9	0	11	1.1%
CC(=O)Nc1nnc(SCC(=O)N2C(C)CCCC2C)s1 (stereo not drawn)	4	7	0	-16	0.1	-4	-4	1	0.0%
Cn1cc(CN2CCC(C(=O)Nc3cccc(-c4cscn4)c3)CC2)cn1	-2	5	0	-14	0.3	-49*	-8	-5	4.8%
O=C1c2ccccc2C(=O)N1OS(=O)(=O)c1ccccc1	1	nt	2	-2	0.8	2	-2	8	3.5%
CSc1nc2ccc(Br)cc2[nH]1	8	-9	0	12	-0.2	0	4	9	2.4%
CC1CCCCN1CCCNC(=O)Cn1c(=O)c2cccn2c2ccccc21 (stereo not drawn)	0	3	2	-6	-0.4	2	1	10	2.8%
COCCn1c(-c2ccc(OC)cc2)nc2ccccc21	-4	0	2	6	0.3	-14	-5	5	1.5%
COc1ccccc1N(CCC#N)C(=O)CSc1nnc2ccccn12	0	-8	8	-33	0.3	1	nt	-5	2.5%
Cc1nc(CNS(=O)(=O)c2ccc(Oc3ccccc3)cc2)cs1	-6	-8	17	nt	nt	-43*	-6	nt	1.8%
CCc1nnc(SCc2ccc(F)cc2Cl)c2cc3sc(C)cc3n12	0	-2	3	nt	0.7	7	-4	-5	?
Cc1ccc(CN(C)S(=O)(=O)c2c(C)noc2/C=C/N(C)C)cc1	3	-18	1	10	0.0	-3	-2	2	0.3%
Cn1cc(/C=C(\NC(=O)c2ccccc2Cl)C(=O)NCCCN2CCOCC2)c2ccccc21	11	0	0	11	-0.8	-7	-1	5	-1.7%
COC(C[C@H]1O[C@@H]1[C@@H](O)[C@H](C)OCc1ccccc1)OC	0	nt	1	36*	-0.2	17	1	8	0.9%
Nc1nnc(CC(=O)N/N=C/c2ccc([N+](=O)[O-])cc2)s1	1	19	1	-4	0.6	5	3	-9	2.4%
Cc1nc2c(C(=O)NCc3ccccc3Cl)cnn2c(C)c1Cc1c(F)cccc1Cl	-6	-26	7	nt	0.1	8	1	4	-0.4%
O=C(CNC(=O)c1ccccc1)NCC1COc2ccccc2O1 (stereo not drawn)	0	1	1	6	-0.2	3	-3	-1	2.1%
